Screening data as filed in PubChem.
TRPV1 ag: activates the human vanilloid receptor TRPV1. Q8NER1. TRPV1-expressing cells, Fluo-8 calcium influx, agonist mode. activation, % at 8.33 µM. actives 0.19% (n = 320,000); in the data active = activation above about 80%; inconclusive = between about 30% and that limit; also: 0% is about no effect
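TRPV1-expressing cells were cultured overnight at 35.5C and loaded with Fluo-8 calcium dye for 40 to 90 min at room temperature. After a 10 s baseline, compound was added and calcium influx was read kinetically for 3 min (ex 480/em 520 nm).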
TCR activator: activates T cell receptor signaling. 330,000 tested, under 10 active. Potency, µM (doses to about 9.22 µM), for the others: at the highest dose activation of IL-2 secretion, most hits filed as activators. AID 504894. primary human leukocytes, anti-CD3, IL-2 HTRF, 48 h; also: % of control where 0% means no effect
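IL-2 produced over 48 hr by a-CD3 bead-stimulated primary human leukocytes exposed to compounds was detected with a homogeneous time-resolved FRET immunoassay, 665nm acceptor signal after 320nm excitation.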
Eya2 phos inh: blocks the phosphatase activity of human Eya2; O00167; recombinant Eya2, OMFP fluorescence dephosphorylation (OMFP is methylfluorescein phosphate); Potency, µM (series often up to 76.9 µM), for inactives: at the highest dose activity, negative = inhibition, usual class: inhibitors; actives 0.006% (n = 330,000); AID 488837; also: potency is read from the fitted curve at half-maximal effect; % is scaled to controls: 0 for no effect and ±100 for the full control effect
Target sequence (O00167 whole entry, looked up): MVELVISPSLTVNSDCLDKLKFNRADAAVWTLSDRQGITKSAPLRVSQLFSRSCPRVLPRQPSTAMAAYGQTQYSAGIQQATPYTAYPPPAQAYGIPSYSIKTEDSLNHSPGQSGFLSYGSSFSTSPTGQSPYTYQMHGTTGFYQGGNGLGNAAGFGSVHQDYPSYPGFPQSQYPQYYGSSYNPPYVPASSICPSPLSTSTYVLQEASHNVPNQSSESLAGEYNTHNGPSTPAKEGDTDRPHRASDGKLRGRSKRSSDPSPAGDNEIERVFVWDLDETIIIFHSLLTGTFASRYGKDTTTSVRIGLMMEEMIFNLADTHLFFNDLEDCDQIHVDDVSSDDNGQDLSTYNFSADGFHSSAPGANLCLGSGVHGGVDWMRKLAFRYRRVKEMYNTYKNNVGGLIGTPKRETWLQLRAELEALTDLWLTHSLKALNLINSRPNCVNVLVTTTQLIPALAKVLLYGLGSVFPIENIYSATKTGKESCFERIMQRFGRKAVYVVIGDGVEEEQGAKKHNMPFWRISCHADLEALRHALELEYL
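Eya2 (0.2 uM) preincubated 10 min at ambient with compound, then OMFP substrate added at 50 uM; 10 min reaction in 50 mM HEPES pH 7.5, 50 mM NaCl, 5 uM MgCl2, 0.05% BSA, 1 mM DTT. Fluorescence read at Ex 485/Em 525 nm.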
USP2a block: USP2a (human) protease inhibition; O75604; Potency, µM (top dose mostly 38.3 µM), without a hit: at the top dose activity change, negative = inhibition, actives largely listed as inhibitors; USP2 core, Ub-CHOP2 coupled fluorogenic reporter, 485/531; actives 0.01% (n = 330,000); AID 463254;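 also: potency is read from the fitted curve at half-maximal effect; plate controls were DMSO wells for no effect and full inhibition by NEM control for full effect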
Target sequence (O75604 whole entry, looked up): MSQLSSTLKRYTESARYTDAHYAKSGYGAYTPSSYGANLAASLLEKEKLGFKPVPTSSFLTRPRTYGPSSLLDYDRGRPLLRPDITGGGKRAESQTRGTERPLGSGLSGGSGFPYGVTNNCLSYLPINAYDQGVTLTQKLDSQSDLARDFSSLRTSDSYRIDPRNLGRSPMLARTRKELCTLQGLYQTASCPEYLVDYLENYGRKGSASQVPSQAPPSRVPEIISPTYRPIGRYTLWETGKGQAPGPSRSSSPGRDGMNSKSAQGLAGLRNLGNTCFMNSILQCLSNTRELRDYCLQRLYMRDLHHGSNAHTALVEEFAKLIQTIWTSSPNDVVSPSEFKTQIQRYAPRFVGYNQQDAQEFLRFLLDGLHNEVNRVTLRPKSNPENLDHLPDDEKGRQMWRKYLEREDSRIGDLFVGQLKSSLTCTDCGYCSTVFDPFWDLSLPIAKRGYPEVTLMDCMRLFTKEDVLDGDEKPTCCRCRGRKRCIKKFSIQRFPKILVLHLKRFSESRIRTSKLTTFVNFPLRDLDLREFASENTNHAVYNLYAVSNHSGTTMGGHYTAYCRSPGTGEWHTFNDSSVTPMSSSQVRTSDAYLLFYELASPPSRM
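USP2 core (10nM final) preincubated 30min RT with compound in 20mM Tris-HCl pH 8.0, 2mM CaCl2, 2mM beta-mercaptoethanol, 0.05% CHAPS; 25nM Ub-CHOP2 plus 25nM reporter substrate added, fluorescence (Ex485/Em531) read after 60min.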
ELG1 repair inh: ELG1-dependent DNA repair inhibition; HEK293T ELG1-luciferase reporter, luminescence, 16 h; DNA damage induced by 5-fluorouridine; Potency, µM (titrated, usually from 46.1 µM), for inactives: at the highest dose activity change, negative = inhibition, most hits filed as inhibitors; actives 2.3% (n = 330,000); also: potency is read from the fitted curve at half-maximal effect; % is scaled to controls: 0 for no effect and ±100 for the full control effect; nearly all actives have a fitted effect of over 55% in size
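Quantitative HTS, concentration-response format. 2,000 cells/well co-treated with 5-fluorouridine and compound, 16 hr in 5% CO2 at 37 °C; ONE-Glo luminescence read after 30 min.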
A-T KAP1 phos: candidate therapy for ataxia-telangiectasia | […] A-T fibroblasts, KAP-1 phosphorylation AlphaLISA; neocarzinostatin DNA damage 30 min before lysis | Potency, µM (series often up to 57.5 µM), for inactives: at the highest dose activation, usual class: activators | actives 0.19% (n = 320,000); also: potency is read from the fitted curve at half-maximal effect; % of control where 0% means no effect; nearly all actives have a fitted effect of over 45% in size
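ATM-like activity read as KAP-1 phosphorylation via AlphaLISA donor/acceptor antibody pairs after lysis and 6 hr at 25C. Cells were ATM-null patient fibroblasts ([…], hTERT), dosed 60 min, then exposed to the DSB inducer NCS for 30 min.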
TSHR antagonist: antagonists of human thyroid stimulating hormone receptor; AID 504810; actives 0.2% (n = 330,000); TSHR-expressing cells, TSH-stimulated cAMP HTRF, 2 h; hits give low values; activity change, negative = inhibition, % at 11.5 µM;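 active = activity change below a set negative limit, meaning inhibition stronger than a set level, cut at about -70% in these data; inconclusive = activity change between two set negative limits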; also: % is scaled to controls: 0 for no effect and ±100 for the full control effect
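Inhibition of cAMP made by TSHR-expressing cells under TSH stimulation (4nM final, EC80; 2 h, 37 deg C) is quantified with a one-step lysis HTRF kit, anti-cAMP cryptate versus cAMP-d2.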
KCNH2 3.1 block: KCNH2 3.1 (human) potassium channel inhibition; U2OS KCNH2 3.1, thallium flux FluxOr; hits give low values; activity change, % (tested at about 1.8 µM); actives 0.95% (n = 340,000);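 active = maximum activity change below -70%; inconclusive = maximum activity change from -70% to -50%; inactive = maximum activity change above -50%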;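 also: thallium influx rate constant from kinetic fluorescence after stimulation buffer; % is scaled to controls: 0 for no effect and ±100 for the full control effect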
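Measured as rate of thallium-driven FluxOr signal in transduced U2OS cells carrying the 3.1 channel, read kinetically for 2 min upon stimulation; values are rate constants scaled to DMSO control wells.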
KCNH2 WT inh: KCNH2 (human, wildtype) channel inhibition; Q12809; U2OS, BacMam KCNH2, thallium flux FluxOr; hits give low values; activity change, % at 1.84 µM; actives 0.37% (n = 340,000); AID 720551;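 active = maximum activity change below -70%; inconclusive = maximum activity change between -70% and -50%; inactive = maximum activity change above -50%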; also: % is scaled to controls: 0 for no effect and ±100 for the full control effect
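U2OS cells transduced with wild-type KCNH2 virus are loaded with FluxOr dye for 45 min, and thallium flux is measured in kinetic reads before and after stimulation buffer. Rate constants are normalized to DMSO controls.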
Mito fusion act: mitochondrial division inhibition or fusion activation; S. cerevisiae fusion-defective mutant growth rescue, CellTiterGlo 48 h; Potency, µM (series often up to 46.1 µM), for inactives: at the top dose growth rescue (activation), hits mostly activators; actives 0.23% (n = 320,000); AID 485298;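 also: potency is read from the fitted curve at half-maximal effect; % of control where 0% means no effect; nearly all actives have a fitted effect of over 45% in size; temperature-sensitive fusion mutants such as fzo1-1 at 37 °C on non-fermentable ethanol glycerol medium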
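Read-out: ATP-based luminescence (CellTiterGlo, 10 min ambient) reporting growth of fusion-defective ts yeast after 48 hours at 37C on glycerol/ethanol YPEG medium in the presence of compound.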
The depositor's hits bear a star; u = inconclusive; x = no result given; [ ] = remark or other dose. Unless noted, calls follow the shape of the dose curve; as a rule, active = well fitted curve in the direction sought with a large enough effect; inconclusive = small, poorly fitted or top-dose-only effect, or another doubt; inactive = no such curve, though single readings can be large; an effect the other way counts as inactive or inconclusive. An excerpt, so the mix of outcomes need not match the whole.

Each structure is followed by: TRPV1 ag, TCR activator, Eya2 phos inh, USP2a block, ELG1 repair inh, A-T KAP1 phos, TSHR antagonist, KCNH2 3.1 block, KCNH2 WT inh, Mito fusion act
> O=C1CSC(c2ccccc2O)N1Cc1ccccc1 (stereo not drawn)
→ 8, 4%, u, 3%, -8%, -5%, 4, -1, 10, 9%
> Cn1c(=O)c2c(nc(Sc3n[nH]c(N)n3)n2Cc2ccccc2Cl)n(C)c1=O
→ -2, 1%, -1%, -4%, 4%, 13%, 32, -14, -2, 1%
> COc1ccc(-c2[nH]ncc2CN2CCN(C(=O)c3ccco3)CC2)cc1F
→ -1, 6%, 6%, 9%, 10%, 5%, 3, 8, 5, -1%
> Cc1cc(C)nc(SCc2ccc([N+](=O)[O-])cc2)n1
→ 2, -8%, -11%, -1%, -3%, 9%, -9, 7, -2, 3%
> O=C1NC2(O)C(=O)c3ccccc3C2(O)N1 (stereo not drawn)
→ 2, 0%, -10%, 3%, 4%, -9%, -2, -4, 3, 3%
> CN(Cc1ccccc1)S(=O)(=O)c1cccs1
→ 2, 1%, -31%, 1%, -6%, 4%, -7, -4, -6, 6%
> COc1ccc(F)cc1S(=O)(=O)n1cnc2ccccc21
→ 17, -3%, 7%, 0%, 12%, 2%, -7, 1, -2, 0%
> Cc1cc(NC(=O)c2ccc(-c3ccc(F)c(Cl)c3)o2)no1
→ -1, -2%, 7%, 2%, 8%, -2%, -3, -11, x, 3%
> O=C(COCc1cc(-c2ccc3c(c2)OCO3)on1)N1CCN(c2cccc(Cl)c2)CC1
→ 0, 1%, 5%, 0%, u, 6%, 2, -21, -31, 4%
> Cc1cc(C)n2ncnc2n1
→ -2, -4%, -15%, 0%, 13%, 2%, -4, -9, 3, 1%
> CC(c1ccccc1F)n1cc(C(=O)NCc2ccncc2)nn1 (stereo not drawn)
→ u, -4%, -13%, -1%, 1%, 3%, 6, 4, 2, -2%
> COc1cccc(NC(=O)CN(C)C(=O)CSc2nc(C)cc(C)n2)c1
→ -3, 0%, 9%, 1%, 6%, 6%, -7, 4, 9, -2%
> CCN(CC)C(=O)CN(C)S(=O)(=O)c1cccc2nsnc12
→ -7, 7%, -15%, 5%, -12%, -2%, 6, 10, 9, 0%
> CCOC(=O)C1C(C(=O)OC)=C(c2ccc(F)cc2)c2ccccc2N1S(=O)(=O)C(F)(F)F (stereo not drawn)
→ x, 3%[46.1 µM], -9%, -8%, u, 0%[11.5 µM], -20, x, -1, x
> COc1ccc(CN2CC34C=CC(O3)C(C(=O)O)C4C2=O)cc1 (stereo not drawn)
→ 1, 0%, 0%, 0%, 3%, -4%, 4, -8, -7, 2%
> CC(C)c1nnc(NC(=O)Cn2nc(-c3ccc4c(c3)OCCO4)ccc2=O)s1
→ -2, -4%, -1%, 1%, 0%, 3%, 9, -18, 10, -1%
> Cc1cccc(CN2CCC(CNC(=O)CCNC(=O)Cn3ccc4ccccc4c3=O)CC2)c1
→ x, x, -15%, 0%, u, -15%, 13, -17, -9, -2%
> Cc1ccc(NC(=O)CSc2nnc(-c3ccoc3C)n2CCCN(C)C)cc1Cl
→ -1, -3%, -9%, 0%, u, 5%, 8, u, 31, 7%
> Cc1ccc(S(=O)(=O)N2CCC(=O)N(CCOCc3cccc(C)c3)CC2)cc1
→ 27, -7%, 4%, -1%, -7%, -23%, 9, x, x, -2%
> Cc1ccccc1N(C(=O)Cn1nnc2ccccc21)C(C(=O)NCc1ccco1)c1ccncc1 (stereo not drawn)
→ 1, -3%, 20%, 9%, 20%, -5%, 1, 5, 10, 2%
> Cn1c(C(N)=O)cnc1Sc1ncc(C(F)(F)F)cc1Cl
→ -1, -3%, 12%, 0%, -1%, 10%, 6, 4, 4, 6%
> O=C(O)CC(CC(=O)O)(C(=O)O)c1ccccc1
→ 2, 7%, 3%, 6%, 8%, -3%, 3, -23, 1, 2%
> C/C(=N\NC(=O)C1CCCC1)c1ccc(Cl)c(Cl)c1
→ 23, -2%, -1%, 0%, 28%, -1%, -5, 6, -13, -2%
> CC(=O)c1cc(F)c(N2CCN(C(=O)COc3ccccc3F)CC2)cc1C
→ u, 3%[46.1 µM], -7%, 3%, u, 4%, -6, -8, -7, 6%
> Cc1cccc(NC(=O)CSc2ncnc3sc(C)c(C)c23)n1
→ 1, -5%, -1%, 2%, -19%, 1%, -15, -8, -6, -8%
> COc1ccc(-c2cccc(NS(=O)(=O)c3cc([N+](=O)[O-])ccc3C)c2)nn1
→ -5, -3%, 24%, 1%, 7%, 7%, -11, 0, -12, 1%
> C(=C\N1CCCCCC1)/c1nnnn1-c1ccc(-c2ccccc2)cc1
→ 22, -1%, -3%, 0%, 2%, 42%, 5, 3, -2, 1%
> Cc1nonc1OCCNCCNc1ccccc1[N+](=O)[O-]
→ 3, -1%, -8%, 1%, -4%, -2%, 1, -2, x, -2%
> Cc1ccc(NC(=O)CCCCCN2C(=O)c3ccccc3C2=O)nc1
→ 5, -2%[46.1 µM], 19%, 0%, -12%, 4%, 1, x, -6, 3%
> NS(=O)(=O)c1ccc(CCNC(=O)COC(=O)c2nc(Cl)ccc2Cl)cc1
→ 1, -18%, -26%, 3%, 10%, -3%, -4, 9, -6, -8%

Some of the entries above in another layout:
molecule | TRPV1 ag | TCR activator | Eya2 phos inh | USP2a block | ELG1 repair inh | A-T KAP1 phos | TSHR antagonist | KCNH2 3.1 block | KCNH2 WT inh | Mito fusion act
O=C(O)CC(CC(=O)O)(C(=O)O)c1ccccc1 | 2 | 7% | 3% | 6% | 8% | -3% | 3 | -23 | 1 | 2%
C/C(=N\NC(=O)C1CCCC1)c1ccc(Cl)c(Cl)c1 | 23 | -2% | -1% | 0% | 28% | -1% | -5 | 6 | -13 | -2%
CC(=O)c1cc(F)c(N2CCN(C(=O)COc3ccccc3F)CC2)cc1C | u | 3%[46.1 µM] | -7% | 3% | u | 4% | -6 | -8 | -7 | 6%

(next part)
Each structure is followed by: TRPV1 ag, TCR activator, Eya2 phos inh, USP2a block, ELG1 repair inh, A-T KAP1 phos, TSHR antagonist, KCNH2 3.1 block, KCNH2 WT inh, Mito fusion act
> CC(=O)Nc1ccc(S(=O)(=O)Nc2ccccc2C(=O)NCc2cccnc2)cc1
→ 0, 5%, 2%, -5%, 3%, 15%, 0, 14, -2, 10µM*
> O=C(O)COc1ccc2c(c1)O/C(=C\c1ccco1)C2=O
→ -2, 0%, 8%, 0%, 24%, 0%, -8, 3, 4, 16%
> CSc1ncccc1C(=O)N1CCCC(CCC(=O)NCc2ccc(F)c(F)c2)C1 (stereo not drawn)
→ 3, 1%, 7%, -1%, 5%, -1%, -1, 10, 6, 0%
> CCC(=O)c1cn(CCOc2ccccc2OC)c2ccccc12
→ 3, -1%, -22%, 2%, u, -1%, 10, -13, -1, -1%
> CCn1c(SC(C)C(=O)NCC2CCCO2)nc2scc(-c3ccccc3)c2c1=O (stereo not drawn)
→ 30, -4%, -1%, -2%, u, -8%, -18, -18, -2, 2%
> COc1cccc(N2CCN(CC(=O)N3CCN(S(=O)(=O)c4ccc(Cl)cc4)CC3)CC2)c1
→ 6, 3%, 2%, 1%, u, -2%, 8, -18, 17, -9%
> COC(=O)[C@@H](CC(C)C)N(Cc1ccccc1)S(=O)(=O)N(Cc1ccccc1)[C@@H](CC(C)C)C(=O)OC
→ x, 10%, 8%, 0%, 7%, 4%, 3, 9, -9, x
> CC(C(=O)Nc1cccc(S(=O)(=O)N2CCOCC2)c1)N1CCN(C/C=C/c2ccccc2)CC1 (stereo not drawn)
→ 2, -1%, 5%, 1%, -11%, -1%, -1, -38, 42, 15%
> CC(NC(=S)N1CCN(c2ccccc2)CC1)c1ccccc1 (stereo not drawn)
→ u, 5%, 2%, 13%, -9%, -55%[inhibitor], -6, 12, -15, -10%
> CC(NC(=O)C(=O)NCc1cccs1)c1ccccc1 (stereo not drawn)
→ -4, -3%, 9%, 1%, 18%, 17%, -1, 13, -6, 9%
> CCn1c(=N)n(CC(=O)c2ccco2)c2ccccc21
→ 7, -30%, 1%, 2%, -1%, -5%, 2, -2, 6, -5%
> COc1ccccc1NC(=O)C1=C(C)Nc2nc3ccccc3n2C1c1cccs1 (stereo not drawn)
→ 0, 3%, 2%, -2%, 9.2µM*, 2%, -1, 1, 4, 4%
> O=C(c1cccc(S(=O)(=O)Nc2ccccc2Cl)c1)N1CCC1
→ -1, 4%, 7%, 0%, -10%, 5%, 1, 19, 3, -11%
> CCOC(=O)c1cc(-c2ccccc2C)nn1CC1CC(c2ccc(OC)cc2)=NO1 (stereo not drawn)
→ 1, -2%, 5%, 2%, u, 9%, -8, -7, 1, 21%
> O=C(O)c1ccc2c(c1)C(=O)N([C@H](Cc1cccc3ccccc13)C(=O)O)C2=O
→ x, x, -6%, 4%, x, 6%, 19, x, x, -3%
> O=S1CCCSC1c1cccnc1 (stereo not drawn)
→ 0, x, 10%, -2%, u, -8%, -5, -1, -12, -5%
> Cc1ccc2c(c1C)NC(=O)C2(O)CC(=O)c1ccc2c(c1)OCO2 (stereo not drawn)
→ -5, -2%, -3%, -1%, u, -17%, -7, -8, 7, -11%
